Screening results deposited in PubChem by several laboratories.
rCAG RNA binder = molecules binding r(CAG) RNA repeats; r(CAG) RNA repeat, TO-PRO-1 dye displacement fluorescence; inhibition, % at 3 µM; 1.3% of 370,000 active; AID 651821;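 active means inhibition above the plate cutoff, the mean of all test compounds on that plate plus 3 SD, cut at about 35% in these data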;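 further: 0% = DMSO alone and 100% = 100 µM mitoxantrone as full dye displacement; higher means more dye released from RNA so lower well fluorescence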
MBD2 DNA inh = blocks human MBD2 binding to methylated DNA. TR-FRET, MBD2 binding to methylated oligonucleotide. inhibition, % at 4.4 µM. 0.31% of 370,000 active. AID 686964; in the data active means inhibition above about 13%
PRMT1 inh = blocks human protein arginine methyltransferase 1; Q99873; recombinant PRMT1, activity-based probe fluorescence polarization; inhibition, % at 2.79 µM; 1.3% of 370,000 active; AID 652257;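 active means inhibition above about 21% made by adding two undisclosed values, limit read from the data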
GC-A act = GC-A (human) enzyme activation; 0.14% of 370,000 active; HEK293 GC-A cells, cGMP TR-FRET, EC30 ANP; 0% at EC30 ANP, 100% saturating ANP; AID 1671463; activation, % at 10 µM; in the data active means activation above about 40%
Target sequence (P16066 whole entry, looked up): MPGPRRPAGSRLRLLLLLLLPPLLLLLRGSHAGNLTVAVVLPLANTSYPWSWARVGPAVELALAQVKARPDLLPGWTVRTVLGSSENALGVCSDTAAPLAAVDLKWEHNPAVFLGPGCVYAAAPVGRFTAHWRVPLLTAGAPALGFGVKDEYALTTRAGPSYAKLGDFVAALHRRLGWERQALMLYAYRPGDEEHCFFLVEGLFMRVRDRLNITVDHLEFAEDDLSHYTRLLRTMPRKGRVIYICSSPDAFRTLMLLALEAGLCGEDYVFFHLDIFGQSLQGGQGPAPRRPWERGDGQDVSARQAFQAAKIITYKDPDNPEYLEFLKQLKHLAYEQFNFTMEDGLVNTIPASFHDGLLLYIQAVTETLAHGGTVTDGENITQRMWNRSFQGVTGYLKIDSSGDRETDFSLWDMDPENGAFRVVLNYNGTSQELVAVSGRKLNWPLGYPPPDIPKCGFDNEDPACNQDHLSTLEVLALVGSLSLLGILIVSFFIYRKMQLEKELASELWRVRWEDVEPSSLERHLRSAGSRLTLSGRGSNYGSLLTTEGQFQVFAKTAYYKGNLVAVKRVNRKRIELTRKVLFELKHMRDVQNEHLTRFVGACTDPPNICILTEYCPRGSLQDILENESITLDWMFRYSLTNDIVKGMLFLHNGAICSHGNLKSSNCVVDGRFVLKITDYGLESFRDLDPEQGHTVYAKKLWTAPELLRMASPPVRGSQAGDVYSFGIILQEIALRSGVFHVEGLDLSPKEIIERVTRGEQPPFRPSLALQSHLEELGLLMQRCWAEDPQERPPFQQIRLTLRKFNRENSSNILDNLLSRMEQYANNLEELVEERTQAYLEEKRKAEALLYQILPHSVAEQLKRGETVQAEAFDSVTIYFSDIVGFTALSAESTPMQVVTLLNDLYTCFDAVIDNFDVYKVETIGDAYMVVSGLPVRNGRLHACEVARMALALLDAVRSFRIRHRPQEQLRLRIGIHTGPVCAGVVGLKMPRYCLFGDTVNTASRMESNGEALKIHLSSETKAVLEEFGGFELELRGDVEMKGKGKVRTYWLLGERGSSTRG
ABHD4 inh = inhibitors of mouse ABHD4 | Q8VD66 | purified mABHD4, FP-Rh probe fluorescence polarization | inhibition, % at 8.92 µM | 0.54% of 370,000 active;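 active means inhibition exceeding the mean over every tested compound plus 3 SD, cut at about 30% in these data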;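 further: 0% = plate median of compound wells and 100% = S159A mutant with DMSO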
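System: mouse ABHD4 enzyme, wild type / Medium: HEPES pH 7.0, NaCl, Pluronic buffer / Reagent: FP-Rh activity-based fluorescent probe / Control set: S159A mutant high control, sample median low control / Detection: fluorescence polarization with parallel and perpendicular emission, 525/598 nm / Schedule: 45 min + 60 min at 25 °C / Compound dosing: 8.92 µM, single dose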
NPR2 activator = GC-B (human) receptor activation; P20594; HEK293-GC-B cells, CNP EC30, cGMP TR-FRET; 0% at EC30 CNP, 100% saturating CNP; activation, % at 10 µM; 0.11% of 370,000 active;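 active means activation at 10 µM reaching about 35% in either raw or pattern-adjusted values, limit read from the data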
HTRA1 inh = blocks human HTRA1 serine peptidase; inhibition, % at 5.96 µM; 0.5% of 340,000 active; recombinant HTRA1, FP-rhodamine activity-based probe, fluorescence polarization; in the data active means inhibition above about 36%;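 further: 0% = enzyme with DMSO and 100% = wells lacking enzyme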
UHRF1 MBD2 ctr = UHRF1 methyl-DNA binding inhibition. Q96T88. UHRF1 binding to methylated oligo, TR-FRET. inhibition, % at 4.4 µM. 0.75% of 370,000 active; in the data active means inhibition above about 21%;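 further: UHRF1 SRA domain binding a hemimethylated CpG hairpin DNA probe; 0% = median of test compound wells and 100% = reference inhibitor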
SIAE primary = blocks human sialic acid acetylesterase; Q9HAT2; SIAE FP-Rh probe binding, fluorescence polarization; inhibition, % at 9.66 µM; 0.69% of 370,000 active; AID 1053197;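 active means inhibition above a cutoff: mean of compounds within the control limits plus 3 SD of those, cut at about 17% in these data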;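 further: 0% = plate median of compound wells and 100% = probe without SIAE protein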
TCR-CD3 inh = blocks the human TCR-CD3 interaction; inhibition, % at 9.4 µM; 0.37% of 360,000 active; TAMRA-labeled TCR probe fluorescence, biochemical; in the data active means inhibition above about 19%;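 further: recombinant mutant TCR 2C K166C tagged with TAMRA read by polarization; 0% = receptor in buffer alone and 100% = receptor with positive control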
* hit, by the source's call; . = no result given. These rows are one share of the data (hit frequency here may not be typical).

Letter code: A = rCAG RNA binder; B = MBD2 DNA inh; C = PRMT1 inh; D = GC-A act; E = ABHD4 inh; F = NPR2 activator; G = HTRA1 inh; H = UHRF1 MBD2 ctr; I = SIAE primary; J = TCR-CD3 inh
Structure: COc1cc(CN2CCCN(C)CC2)c([N+](=O)[O-])cc1OC
  A = 0; B = 5; C = -5; D = 2; E = 2; F = 6; G = -3; H = -2; I = 1; J = 7
Structure: Cc1ccc(C(=O)CC2(O)C(=O)N(C)c3ccccc32)s1 (stereo not given)
  A = -1; B = 3; C = 3; D = 8; E = 3; F = -1; G = 12; H = 15; I = -7; J = -8
Structure: Cc1ccsc1C1NC(=O)c2ccccc2N1 (stereo not given)
  A = 3; B = -2; C = 4; D = 2; E = -2; F = 7; G = -2; H = 1; I = 10; J = 3
Structure: Cc1cc(CNC(=O)Nc2ccc3c(c2)OCO3)nn1C
  A = 0; B = -5; C = 0; D = 1; E = 4; F = 4; G = 6; H = -1; I = 1; J = 1
Structure: c1ccc(-c2cc(-c3nc(-c4ccccn4)no3)c3ccccc3n2)cc1
  A = 6; B = 3; C = 1; D = 1; E = -7; F = -1; G = -10; H = 1; I = 0; J = 2
Structure: COc1ccc(OC)c(/C=N/NC(=O)c2cc3c(OC)cc(OC)cc3[nH]2)c1
  A = 15; B = 0; C = 2; D = 11; E = 3; F = -3; G = -6; H = 0; I = 7; J = 3
Structure: CC(C)C(NC(=O)OC(C)(C)C)C(=O)N1CCCC1C(=O)NC(Cc1ccccc1)C(N)=O (stereo not given)
  A = -8; B = 0; C = -3; D = 2; E = 6; F = 8; G = 0; H = -4; I = 0; J = 2
Structure: CN(C)S(=O)(=O)c1ccc(S(=O)(=O)N2CCN(CCC#N)CC2)cc1
  A = 0; B = 2; C = 0; D = 9; E = -1; F = 2; G = 5; H = 0; I = -3; J = -10
Structure: COc1cc(CCC(=O)OCC(=O)Nc2ccc(C(N)=O)cc2)cc(OC)c1OC
  A = -2; B = 2; C = 0; D = -1; E = 5; F = 0; G = 3; H = -1; I = -3; J = -8
Structure: COc1ccc(-c2cc(=O)oc3cc(OC(=O)C4CCCCC4)ccc23)cc1
  A = 4; B = 0; C = -3; D = 6; E = -6; F = 2; G = -18; H = -1; I = -2; J = -3
Structure: COc1ccc(CN2CCOCCOCCOCC2)cc1
  A = 4; B = 0; C = -5; D = -1; E = -5; F = -1; G = 0; H = 0; I = -11; J = 6
Structure: Cc1cc(OC(C)C(=O)N2CCN(c3ccccc3)CC2)c2c(C)c(C)c(=O)oc2c1 (stereo not given)
  A = 0; B = 2; C = 1; D = -32; E = 0; F = -10; G = -4; H = 3; I = 0; J = 2
Structure: Cc1sc(NC(=O)C2=COCCO2)nc1-c1ccc(F)cc1
  A = -2; B = 4; C = 3; D = -7; E = 1; F = -13; G = -9; H = 5; I = -1; J = -4
Structure: COc1ccc(-n2nnc3c(SCC(=O)Nc4ccccc4F)ncnc32)cc1
  A = 4; B = -1; C = -1; D = -8; E = -2; F = -3; G = 2; H = -3; I = -3; J = 6
Structure: O=S(=O)(NCCc1ccccc1)c1ccc(Br)s1
  A = -6; B = 6; C = 0; D = 2; E = 1; F = -5; G = -11; H = 1; I = -2; J = 1
Structure: Cc1onc(-c2ccccc2)c1C(=O)N1CCN(c2ccccc2)CC1
  A = -6; B = -1; C = 2; D = 1; E = -2; F = 6; G = 1; H = 4; I = -1; J = -2
Structure: CC(=O)Nc1ccc(/C=N/N2C(=O)NC(C)(c3ccc(OC(F)F)cc3)C2=O)cc1 (stereo not given)
  A = -4; B = -6; C = -4; D = -6; E = -7; F = -2; G = 3; H = 0; I = 6; J = 3
Structure: CCCCC(=O)NNC(=O)c1c(O)c2ccccc2[nH]c1=O
  A = 1; B = 0; C = -3; D = 2; E = -6; F = 0; G = 7; H = 2; I = -9; J = 18
Structure: CC(C)(C)n1nc(C2CC2)c(Br)c1NC(=O)c1ccc(Cl)cc1
  A = 1; B = -1; C = 0; D = 1; E = -1; F = -2; G = .; H = 3; I = -7; J = -7
Structure: CCOC(=O)c1ccccc1NC(=O)CSc1nccn1C
  A = 0; B = -3; C = 2; D = 3; E = 4; F = 2; G = 9; H = 1; I = -1; J = 5
Structure: N#Cc1ccccc1OCC(=O)OCC(=O)Nc1ccc2c(c1)OCO2
  A = 0; B = 1; C = 2; D = -3; E = 5; F = -7; G = -1; H = 0; I = 8; J = 1
Structure: COc1cccc(C(=O)CN(C(=O)c2ccc(Cl)cc2Cl)N2C(=O)c3ccccc3C2=O)c1
  A = 7; B = 7; C = -1; D = 0; E = 2; F = -3; G = 5; H = -1; I = 12; J = -4
Structure: CCCCN(C(=O)c1ccc(S(=O)(=O)N2CCCCC2)cc1)C1CCS(=O)(=O)C1 (stereo not given)
  A = -3; B = 3; C = -4; D = 0; E = -3; F = 5; G = 5; H = 3; I = -4; J = 5
Structure: C=CC[C@H](CC(=O)N(CCO)Cc1ccccc1)C(=O)N[C@H](COC(=O)[C@@H](CC=C)CC(=O)OC(C)(C)C)c1ccccc1
  A = -7; B = 1; C = 0; D = -6; E = -11; F = -3; G = -18; H = -1; I = -1; J = 10
Structure: O=C(CN(c1ccc(Cl)c(Cl)c1)S(=O)(=O)c1ccccc1)N1CCc2ccccc2C1
  A = 7; B = 5; C = 1; D = -16; E = -16; F = -16; G = -51; H = 4; I = -8; J = -14
Structure: C[C@H](CO)N1C[C@H](C)[C@@H](CN(C)C(=O)Nc2ccc(C(F)(F)F)cc2)Oc2ccc(NC(=O)Cc3ccccc3)cc2C1=O
  A = -2; B = -8; C = -4; D = -3; E = -32; F = -1; G = -38; H = 0; I = -17; J = 3
Structure: CC(C)(C)NC(=O)C(c1ccccc1)n1c(=O)c(-c2cc3ccccc3[nH]2)nc2ccccc21 (stereo not given)
  A = 12; B = 3; C = 2; D = -8; E = -22; F = -9; G = .; H = -2; I = -14; J = -8
Structure: Cc1cccc(OCC(=O)OCC(=O)N(CC(C)C)c2c(N)n(Cc3ccccc3)c(=O)[nH]c2=O)c1C
  A = 0; B = -2; C = -9; D = -1; E = -6; F = 10; G = -3; H = -4; I = -5; J = -2
Structure: CCOc1ccc(Cl)cc1-c1cc(C(=O)Nc2ccc(OC)nc2)[nH]n1
  A = 6; B = 0; C = 3; D = 30; E = -33; F = 21; G = .; H = -1; I = -21; J = -7
Structure: O=C(NCC1CCCO1)/C(=C\c1ccco1)NC(=O)c1ccccc1 (stereo not given)
  A = 9; B = 0; C = 9; D = -6; E = 10; F = -12; G = -2; H = -8; I = -8; J = 10
Structure: CC1(C)CC(=O)c2cnc(NC(=O)C3CCCC3)nc2C1
  A = -4; B = 3; C = -2; D = 1; E = 1; F = 1; G = 2; H = 0; I = 3; J = 7
Structure: COc1ccc(C(=O)/C=C/c2ccsc2)cc1CSCC(=O)O
  A = 11; B = 3; C = 2; D = -5; E = 4; F = -6; G = -12; H = 0; I = -2; J = 5
Structure: Cc1cccc(NC(=O)CSc2ccc(-c3cccnc3)nn2)c1
  A = -1; B = 0; C = -1; D = 0; E = -4; F = -2; G = 1; H = 1; I = -1; J = 0
Structure: O=C(NCCCN1CCOCC1)C1Cc2c(ccc3ccccc23)O1 (stereo not given)
  A = -4; B = -4; C = -3; D = -3; E = 4; F = 0; G = 0; H = -3; I = 1; J = -7
Structure: C[C@@H]1CN([C@@H](C)CO)C(=O)CCCn2nncc2CO[C@@H]1CN(C)C(=O)Nc1cccc(C(F)(F)F)c1
  A = -1; B = 2; C = 7; D = 2; E = 4; F = 0; G = -1; H = 1; I = 2; J = -5
Structure: Cc1onc(-c2ccccc2)c1C(=O)N1CCN(S(=O)(=O)c2ccc(Cl)cc2)CC1
  A = -3; B = 2; C = 9; D = 0; E = -12; F = 0; G = 4; H = 6; I = -4; J = -7
Structure: CN(C)c1ccnc(Nc2ccccc2)c1C#N
  A = -1; B = 5; C = -2; D = -2; E = -3; F = 1; G = .; H = -4; I = 5; J = 0
Structure: Cc1ccc(N2CC(C(=O)N3CCCc4ccccc43)CC2=O)cc1 (stereo not given)
  A = -6; B = 0; C = 3; D = 3; E = 5; F = 2; G = -3; H = 3; I = 0; J = 0
Structure: FC(F)(F)COc1ccc(-n2ccnc2)nn1
  A = -4; B = -4; C = -1; D = 6; E = -8; F = 1; G = 7; H = -3; I = -4; J = 8
Structure: CCn1ncc([N+](=O)[O-])c1C(=O)NC1CCCCC1
  A = -4; B = 5; C = 2; D = 1; E = -1; F = 4; G = 2; H = 4; I = -5; J = -7
Structure: CC1CCN(S(=O)(=O)N2CCC(C(=O)N3CCC(N(C)CC4CCCO4)CC3)CC2)CC1 (stereo not given)
  A = 0; B = -3; C = -2; D = 2; E = -1; F = 1; G = 2; H = 6; I = -3; J = 0
Structure: Nc1c(C(=O)NCC2CCCO2)sc(=S)n1-c1ccccc1 (stereo not given)
  A = -1; B = 1; C = 0; D = 6; E = 6; F = -5; G = -2; H = 0; I = 0; J = -6
Structure: O=C(O)Cc1ccc2ccc3ccccc3c2c1
  A = 7; B = -1; C = 5; D = 7; E = 1; F = -3; G = .; H = 3; I = -2; J = -6
Structure: Cc1cc(N2CCOCC2)ccc1/C=C1\NC(=O)N(CC(=O)Nc2ccc(F)cc2)C1=O
  A = 5; B = -6; C = 0; D = -3; E = -1; F = -3; G = 14; H = -5; I = 5; J = -6
Structure: Cn1c(COc2ccccc2)nnc1SCC(=O)Nc1nnc(C2CC2)s1
  A = 10; B = 0; C = 9; D = 5; E = 9; F = -5; G = -2; H = -1; I = -1; J = -2

Exported with two lines to a compound: entries from further up.
Values in the order – rCAG RNA binder, MBD2 DNA inh, PRMT1 inh, GC-A act, ABHD4 inh, NPR2 activator, HTRA1 inh, UHRF1 MBD2 ctr, SIAE primary, TCR-CD3 inh
COc1cc(CN2CCCN(C)CC2)c([N+](=O)[O-])cc1OC
    0, 5, -5, 2, 2, 6, -3, -2, 1, 7
Cc1ccc(C(=O)CC2(O)C(=O)N(C)c3ccccc32)s1 (stereo not given)
    -1, 3, 3, 8, 3, -1, 12, 15, -7, -8
Cc1ccsc1C1NC(=O)c2ccccc2N1 (stereo not given)
    3, -2, 4, 2, -2, 7, -2, 1, 10, 3
Cc1cc(CNC(=O)Nc2ccc3c(c2)OCO3)nn1C
    0, -5, 0, 1, 4, 4, 6, -1, 1, 1
c1ccc(-c2cc(-c3nc(-c4ccccn4)no3)c3ccccc3n2)cc1
    6, 3, 1, 1, -7, -1, -10, 1, 0, 2
COc1ccc(OC)c(/C=N/NC(=O)c2cc3c(OC)cc(OC)cc3[nH]2)c1
    15, 0, 2, 11, 3, -3, -6, 0, 7, 3
CC(C)C(NC(=O)OC(C)(C)C)C(=O)N1CCCC1C(=O)NC(Cc1ccccc1)C(N)=O (stereo not given)
    -8, 0, -3, 2, 6, 8, 0, -4, 0, 2
CN(C)S(=O)(=O)c1ccc(S(=O)(=O)N2CCN(CCC#N)CC2)cc1
    0, 2, 0, 9, -1, 2, 5, 0, -3, -10
COc1cc(CCC(=O)OCC(=O)Nc2ccc(C(N)=O)cc2)cc(OC)c1OC
    -2, 2, 0, -1, 5, 0, 3, -1, -3, -8

Record cards (already shown):
Results for Cc1ccc(N2CC(C(=O)N3CCCc4ccccc43)CC2=O)cc1 (stereo not given) = rCAG RNA binder = -6; MBD2 DNA inh = 0; PRMT1 inh = 3; GC-A act = 3; ABHD4 inh = 5; NPR2 activator = 2; HTRA1 inh = -3; UHRF1 MBD2 ctr = 3; SIAE primary = 0; TCR-CD3 inh = 0
Results for FC(F)(F)COc1ccc(-n2ccnc2)nn1 = rCAG RNA binder = -4; MBD2 DNA inh = -4; PRMT1 inh = -1; GC-A act = 6; ABHD4 inh = -8; NPR2 activator = 1; HTRA1 inh = 7; UHRF1 MBD2 ctr = -3; SIAE primary = -4; TCR-CD3 inh = 8
